HepG2 tox – qHTS for Inhibitors of TGF-b: Cytotox Counterscreen | HepG2 CAGA-GFP viability, ATP luminescence, 18 h | Potency, µM (titrated, usually from 46.1 µM), for the others: at the top dose activity change, negative = cytotoxicity, most hits filed as cytotoxic | actives 0.76% (n = 410,000); further: potency means the concentration at half of the fitted maximal effect; some results filed as inactive show a strong effect at the top dose
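HepG2 CAGA-GFP cells (1000/well, DMEM with 1% FBS) received compound, then TGF-beta at 500 pg/mL final, and were incubated 18 hours at 37 degrees C. Viability was read by CellTiter-Glo luminescence. Media-only wells were set as complete cell-killing and DMSO as no toxicity.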
MCF10A rereplic – A quantitative high throughput screen for small molecules that induce DNA re-replication in MCF 10a normal breast cells | actives 2.9% (n = 350,000) | MCF 10A DNA re-replication, Hoechst nuclear intensity, 48 h | Potency, µM (top dose mostly 46.1 µM), inactives show at the top dose activity, positive = re-replication, actives largely listed as activators; further: potency means the concentration at half of the fitted maximal effect; % of control where 0% means no effect; nearly all actives have a fitted effect of over 50% in size
ATXN viability – Viability Counterscreen for Primary qHTS for Inhibitors of ATXN expression; S2 cells (HEK-293 line with an ATXN2-luciferase reporter) viability, CellTiter-Fluor protease fluorescence, 24 h; Potency, µM (highest dose often 56.7 µM), usual class: cytotoxic; actives 0.49% (n = 400,000); further: potency means the concentration at half of the fitted maximal effect; nearly all actives have a fitted effect of over 40% in size
ATXN2 expr inh – Primary qHTS for Inhibitors of ATXN expression. actives 0.72% (n = 360,000). Potency, µM (top dose mostly 57 µM), for inactives: at the highest dose activity change, negative = inhibition, most hits filed as inhibitors. AID 1745845, 2022. HEK-293 ATXN2-luciferase reporter, luminescence, 24 h; further: potency means the concentration at half of the fitted maximal effect; on the % scale 0 is the no-effect control and ±100 the full control effect; nearly all actives have a fitted effect of over 55% in size
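qHTS (up to 57 uM final) was run with 24 h compound exposure of reporter cells at 37 °C. Each well was multiplexed: SteadyGlo luminescence measured ATXN2-luciferase expression after a fluorogenic Gly-Phe-AFC viability readout (25 uM final).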
Nrf2 activator – qHTS of Nrf2 Activators | AREc32 ARE-luciferase reporter (MCF7-derived line), luminescence, 24 h | Potency, µM (series often up to 46.1 µM), without a hit: at the top dose activation, usual class: activators | actives 0.31% (n = 410,000) | AID 624171, 2012; further: potency means the concentration at half of the fitted maximal effect; % of control where 0% means no effect; nearly all actives have a fitted effect of over 65% in size
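Cells of the AREc32 ARE-luciferase line are plated in OPTI-MEM containing 5% FBS and left overnight at 37 deg C. Compounds are pinned in, incubation continues 24 hr, and firefly luciferase signal is then measured.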
A549 viability – Nrf2 qHTS screen for inhibitors: counterscreen for cytotoxicity | Potency, µM (top dose mostly 46 µM), for the others: at the top dose activity change, negative = cytotoxicity, actives largely listed as inhibitors | A549 ARE-Fluc cells, CellTiter-Fluor viability, 18-24 h | actives 0.16% (n = 390,000); further: potency means the concentration at half of the fitted maximal effect; on the % scale 0 is the no-effect control and ±100 the full control effect
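A549 ARE_Fluc cells in 5% FBS OPTI-MEM were exposed to compounds in concentration-response for 18-24 h at 37 deg C. Viability was read by CellTiter-Fluor fluorescence (Ex 405/Em 525) after 30 min, before the luciferase read.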
IL1B secr inh – qHTS for Inhibitors of Inflammasome Signaling: IL-1-beta AlphaLISA Primary Screen | THP-1 LPS/ATP IL-1B secretion, AlphaLISA, 16 h; hits give low values | activity change, % at 57.5 µM | actives 4.7% (n = 360,000) | AID 743279, 2014; in the data active means activity change below about -50%; inconclusive means mostly about -30% to -49%; further: on the % scale 0 is the no-effect control and ±100 the full control effect
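THP-1 cells pretreated 1 hr with compounds (up to 57.5 uM final), then stimulated with LPS (250 ng/mL final) plus ATP (1.25 mM final); secreted IL-1B measured by AlphaLISA after 16 hr, decreased signal indicating inhibition.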
TGFb SMAD3 inh – qHTS for Inhibitors of TGF-b; HepG2 CAGA-GFP TGF-b/SMAD3 reporter, GFP fluorescence, 18 h; TGF-beta stimulated, 500 pg/mL final; Potency, µM (doses to about 46.1 µM), inactives show top-dose activity, negative = inhibition, actives largely listed as inhibitors; actives 1.2% (n = 410,000); AID 588855, 2011; further: potency means the concentration at half of the fitted maximal effect; on the % scale 0 is the no-effect control and ±100 the full control effect; nearly all actives have a fitted effect of over 65% in size
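HEPG2 CAGA-GFP cells (1000/well, DMEM with 1% FBS) were pre-incubated 2 h at 37 degrees C, given compound by pin tool, then stimulated with TGF-beta at 500 pg/mL final for 18 h before per-cell GFP fluorescence imaging.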
Nrf2 block – Nrf2 qHTS screen for inhibitors; Potency, µM (titrated, usually from 46 µM), inactives show at the top dose activity change, negative = inhibition, hits mostly inhibitors; AID 504444, 2011; A549 ARE-Fluc reporter, luciferase luminescence, 18-24 h; actives 2.1% (n = 360,000); further: potency means the concentration at half of the fitted maximal effect; on the % scale 0 is the no-effect control and ±100 the full control effect; nearly all actives have a fitted effect of over 60% in size
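Two sequential reads on A549 ARE_Fluc cells exposed to compound for 18-24 h: a CellTiter-Fluor fluorescence read for viability, then a luciferase luminescence read for Nrf2/ARE activity.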
* hit, by the source's call; i = inactive; ? = inconclusive; · = no result given; [ ] = dose if it differs, or a comment. Unless noted, the call rests on the fitted dose curve; in most records, active means well fitted curve in the direction sought with a large enough effect; inconclusive means small, poorly fitted or top-dose-only effect, or another doubt; inactive means no such curve, though single readings can be large; an effect the other way counts as inactive or inconclusive.

SMILES	HepG2 tox	MCF10A rereplic	ATXN viability	ATXN2 expr inh	Nrf2 activator	A549 viability	IL1B secr inh	TGFb SMAD3 inh	Nrf2 block
N#Cc1ccc(C(=O)Nc2ccc(S(=O)(=O)NC3=NCCCCC3)cc2)cc1	-6%	-3%	i	-16%	2.7%	-12%	28	-24%	?
COc1ccc2oc(C(=O)Nc3nc4ccccc4[nH]3)c(C)c2c1	-40%	?	?	·	15%	0%	-21	?	4%
Cc1ccc(C)c(C(=O)CSc2nc(-c3ccccc3)nc3c2CCCC3)c1	-6%	·	i	10%	0.4%	15%	·	-8%	-16%
CCOC(=O)c1cc(C)n(-c2ccc(OC)c(OC)c2)c1C	3%	9%	i	-2%	-0.2%	2%	7	0%	-13%
COc1cccc(N2CC(O)Cn3c2nc2c3c(=O)[nH]c(=O)n2C)c1 (stereo not given)	2%	?	i	-9%	2.0%	?	6	-5%	-17%
O=C(CCCN1C(=O)C(c2ccccc2)Oc2cccnc21)Nc1ccccc1C(F)(F)F (stereo not given)	-40%	·	i	-4%	0.3%	9%	·	0%	?
O=S(=O)(c1ccc(Cl)cc1)c1nc(-c2ccco2)oc1N1CCOCC1	3%	1%	?	-14%	0.3%	-7%	1	-12%	?
COCCNC(=O)C(=O)NNC(=O)CCc1ccccc1	5%	1%	i	-28%	0.5%	-3%	6	-1%	-3%
CCNc1c(NS(=O)(=O)c2ccc([N+](=O)[O-])cc2)c(=O)oc2ccccc12	2%	?	i	-38%	4.1%	-18%	17	-1%	?
C=C(C)c1cccc(C(C)(C)NC(=O)NCc2ccc(OC)c(OC)c2)c1	4%	11%	i	-12%	0.1%	-10%	0	?	·
O=C(NCCS(=O)(=O)NCc1ccccc1)c1ccccc1	26%	8%	i	4%	-0.4%	1%	3	9%	3%
COc1ccc(-c2nc(CS(=O)CC(=O)NCCCN3CC(C)CC(C)C3)c(C)o2)cc1OC (stereo not given)	-1%	0%	i	-11%	-0.4%	-2%	-1	0%	0%
Cc1ccc(N2CN=C(c3ccccc3)NC2=S)cc1	-38%	10%	i	94%[activator]	0.6%	4%	2	1%	?
CCCS(=O)(=O)N1CCN=C1SCc1cccc(F)c1	-8%	-9%	i	·	0.0%	0%	-9	8%	-7%
CCCCn1c(NCc2cc(Cl)ccc2O)nc2ccccc21	-40%	·	i	-32%	6.2%	0%	·	-23%	·
COCCN(C(=O)COC(=O)C(C)(C)Oc1ccc(Cl)cc1)c1c(N)n(Cc2ccccc2)c(=O)[nH]c1=O	-1%	-1%	i	3%	-0.7%	-6%	0	1%	-13%
COC1(OC)N=C(N)C2(C#N)C(c3ccccc3)NC(C)=CC12C#N (stereo not given)	-8%	-7%	i	-7%	2.4%	-6%	33	-8%	-5%
N#CCCCC#Cc1ccc2c(c1)COc1c3ccccc3nn1-2	-27%	13%	i	-27%	-0.7%	-4%	-10	-11%	?
COc1ccc(OC)c(N/C(C)=C/C(=O)c2ccc(C)o2)c1	1%	13%	i	12%	6.3%	0%	-23	-17%	8%
CC1CC(C)CN(C(=O)c2ccc3c(c2)N(Cc2ccccc2)CCS3)C1 (stereo not given)	-72%	?	?	?	3.6%	5%	?	?	?
Cc1ccc(OCC(=O)Nc2ccc(S(=O)(=O)Nc3cc(C)nc(C)n3)cc2)c(Br)c1	-19%	·	i	-21%	-0.4%	-12%	·	-15%	-21%
COc1ccc(-c2nc3ccccc3c(=O)n2CCOc2cccc(C)c2C)cc1	2%	?	i	2%	0.0%	17%	12	0%	-2%
CC1CCC(NC(=O)CCS(=O)(=O)c2ccc3c(c2)NC(=O)CS3)CC1 (stereo not given)	1%	15%	i	3%	0.0%	0%	4	4%	-2%
C=CCn1c(COc2ccccc2-c2ccccc2)nnc1SCC(=O)NC(=O)NCc1ccco1	-6%	?	i	-10%	0.2%	11%	5	-4%	13%
Cc1ccc(N2C(S)=C(C#N)C(=O)NC2c2ccco2)cc1 (stereo not given)	-31%	14%	i	-2%	17%	0%	39	?	-7%
COc1ccc(-n2c(SCC(=O)NC3CCCCC3)nc3c([nH]c4ccccc43)c2=O)cc1	-2%	·	i	7%	0.0%	-7%	·	35%[activator]	·
CCC1C(=O)NCCN1C(=O)CCc1nnc(CCc2ccc(OC)cc2)o1 (stereo not given)	-4%	2%	?	16%	-0.3%	-3%	1	-2%	11%
Cc1ccc(C(=O)NCCc2nnc3ccc(SCC(=O)N4CCCCC4)nn23)cc1	16%	-2%	i	-16%	-0.5%	-1%	0	3%	5%
CC(C)CC(=O)Nc1ccc2ccccc2c1	0%	-1%	i	-8%	0.0%	1%	5	-24%	1%
Cc1c(C(=O)NCCSCc2cccc(C(F)(F)F)c2)cnn1-c1ccc(Cl)cc1	-15%	?	i	-26%	0.0%	-11%	-57*	?	?
CC1=CC(C)(C)NC(=S)N1NC(=O)c1ccccc1Cl	-162%	-9%	i	-7%	2.7%	-2%	-5	0%	-1%
COc1ccc(OCCCC(=O)N(C)CC(=O)Nc2ccccc2Cl)cc1	1%	-1%	i	-4%	-0.2%	2%	-2	6%	-8%
COc1cc(C2CC(=O)Nc3cc4c(cc32)OCCO4)cc(OC)c1O (stereo not given)	-3%	·	i	-24%	-0.1%	3%	·	?	16%
Cc1ccc(Cl)cc1N1CCN(C(=O)c2cc(S(=O)(=O)N3CCCCCC3)cn2C)CC1	-26%	·	?	-30%	4.9%	-4%	·	?	·
COc1ccc(C(=O)Nc2ccc(N3CCN(C(=O)c4ccccc4)CC3)cc2)cc1[N+](=O)[O-]	-8%	6%	i	?	1.7%	2%	?	-28%	-16%
COc1ccc(NC(=O)Nc2nc(C(N)CC(C)C)cs2)cc1 (stereo not given)	-45%	·	i	-36%	-0.9%[9.22 µM]	·	?	?	·
CN=C(Nc1cc(Cl)ccc1Cl)SC1CC(=O)N(c2ccc(C(=O)OC)cc2)C1=O (stereo not given)	-48%	?	i	-1%	2.3%	?	-19	?	?
CC1CCN(c2nc3ccccc3n2CC(=O)c2ccccc2)CC1	-20%	13%	i	·	0.3%	7%	4	2%	22%
Cc1cc(C)n(C(C)n2nc(C)cc2C)n1	6%	1%	i	2%	0.0%	-6%	15	-5%	-5%
COc1ccc(-c2cc(C(=O)NC3=NCCS3)c3ccccc3n2)cc1OC	0%	?	·	-6%	12%	-7%	-61*	-5%	?

An excerpt of these results, bar-delimited.
SMILES | HepG2 tox | MCF10A rereplic | ATXN viability | ATXN2 expr inh | Nrf2 activator | A549 viability | IL1B secr inh | TGFb SMAD3 inh | Nrf2 block
COc1cc(C2CC(=O)Nc3cc4c(cc32)OCCO4)cc(OC)c1O (stereo not given) | -3% | · | i | -24% | -0.1% | 3% | · | ? | 16%
Cc1ccc(Cl)cc1N1CCN(C(=O)c2cc(S(=O)(=O)N3CCCCCC3)cn2C)CC1 | -26% | · | ? | -30% | 4.9% | -4% | · | ? | ·
COc1ccc(C(=O)Nc2ccc(N3CCN(C(=O)c4ccccc4)CC3)cc2)cc1[N+](=O)[O-] | -8% | 6% | i | ? | 1.7% | 2% | ? | -28% | -16%
COc1ccc(NC(=O)Nc2nc(C(N)CC(C)C)cs2)cc1 (stereo not given) | -45% | · | i | -36% | -0.9%[9.22 µM] | · | ? | ? | ·

(list continues)
SMILES	HepG2 tox	MCF10A rereplic	ATXN viability	ATXN2 expr inh	Nrf2 activator	A549 viability	IL1B secr inh	TGFb SMAD3 inh	Nrf2 block
CC(=O)c1ccc(N2CCN(Cc3cc(=O)n4c(-c5ccccc5)csc4n3)CC2)cc1	-7%	1%	i	-12%	6.8%	2%	31	?	?
N/C(=N\OC(=O)c1ccccc1Br)c1ccc([N+](=O)[O-])cc1	-27%	6%	?	-15%	?	0%	23	3%	?
Fc1ccc(-[n+]2nc(Nc3ccccc3)sc2-c2ccc(OCc3ccccc3)cc2)cc1	-28%	1.3µM*	i	-12%	5.0%	-3%	2	-25%	-7%
Cc1ccc(NC(=O)c2c(C)oc3ncn(C)c(=O)c23)cc1F	-23%	·	i	-12%	3.3%	13%	·	-4%	·
O=C(CN1CCN(S(=O)(=O)c2ccccc2)CC1)NC1CC1	12%	1%	i	9%	-0.3%	1%	2	4%	7%
Cc1ccc(OCCn2cc(/C=C/C(=O)O)c3ccccc32)cc1	1%	2%	i	-6%	2.0%	-1%	15	7%	-11%
Cc1ccc(-n2c(SCC(=O)Nc3ccc4c(c3)OCO4)nnc2-c2cccs2)cc1	-7%	3%	?	-15%	0.5%	-6%	-4	7%	-16%
COc1ccc(NC(=O)c2ccco2)cc1NC(=O)c1cccc(OC(C)C)c1	-14%	14%	?	-7%	0.1%	-7%	-11	3%	?
O=C(NC1CCCCCCC1)c1ccc(CNc2c(N3CCOCC3)c(=O)c2=O)cc1	-7%	-2%	i	26%	0.2%	2%	-20	-15%	11%
Cc1ccsc1-c1nc(CSCC(=O)N2CCN(c3ccccc3)CC2)c(C)o1	-38%	7%	?	?	3.4%	3%	-16	?	?
Cc1cccc(OCCC(=O)Nc2c(C)n(C)n(-c3ccccc3)c2=O)c1	1%	-3%	i	-5%	-0.5%	-2%	-7	1%	-7%
COc1ccc(C(=O)n2nc(C)c(Br)c2C)cc1	-1%	-3%	i	-11%	0.1%	-5%	5	36%[activator]	-13%
COc1ccc(S(=O)(=O)N2CCC(C(=O)N3CCCCC3)CC2)cc1OC	11%	0%	i	1%	0.1%	1%	-4	17%	2%
COc1ccc(NC(=O)/C(C#N)=C/c2ccc(OCc3cc(=O)n4nc(C)sc4n3)cc2)cc1	10%	·	i	14%	-0.9%	-7%	·	3%	2%
COc1cc2c(c(OC)c1OC)-c1ccc(SC)c(=O)cc1C(NC(=O)c1ccccc1)CC2 (stereo not given)	1%	?	?	12%	7.5%	18µM*	?	?	?

High-throughput results: PubChem BioAssay, National Center for Advancing Translational Sciences (NCATS)
